Cdc25B inh: inhibitors of Cdc25B phosphatase catalytic domain, primary screen, biochemical, OMFP fluorescence | recombinant Cdc25B, OMFP fluorescence Ex485/Em525 | AID 368, 2006 | inhibition, %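 (compounds tested at 10 µM final in the well)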 | actives 0.1% (n = 65,000) | M-phase inducer phosphatase 2 (Homo sapiens), P30305; in the data active = inhibition above about 50%
Target sequence (P30305 whole entry, looked up, the tested form may be a part): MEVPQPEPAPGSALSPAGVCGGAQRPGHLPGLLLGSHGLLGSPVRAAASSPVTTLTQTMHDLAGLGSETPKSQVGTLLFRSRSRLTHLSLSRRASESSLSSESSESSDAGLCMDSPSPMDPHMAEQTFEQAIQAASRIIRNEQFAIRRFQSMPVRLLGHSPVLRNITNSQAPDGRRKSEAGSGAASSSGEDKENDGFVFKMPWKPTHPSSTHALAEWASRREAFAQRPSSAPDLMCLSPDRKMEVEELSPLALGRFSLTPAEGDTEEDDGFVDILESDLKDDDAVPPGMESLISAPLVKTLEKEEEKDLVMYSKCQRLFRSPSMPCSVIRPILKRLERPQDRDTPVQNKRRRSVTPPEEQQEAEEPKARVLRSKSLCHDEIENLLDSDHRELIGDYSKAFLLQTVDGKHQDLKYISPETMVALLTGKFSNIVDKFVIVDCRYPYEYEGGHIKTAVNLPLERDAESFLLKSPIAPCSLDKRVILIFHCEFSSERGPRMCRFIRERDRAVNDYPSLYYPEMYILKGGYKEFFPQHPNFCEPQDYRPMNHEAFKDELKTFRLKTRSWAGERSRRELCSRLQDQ
HEK293 NFkB inh: inhibitors of PMA/ionomycin-induced NF-kB reporter, primary screen, antigen receptor NF-kB inhibitor project, cell-based, HEK-293 luciferase reporter, luminescence. inhibition, % at 3 µM. AID 465, 2006. actives 0.21% (n = 62,000). HEK-293 NF-kB luciferase reporter;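 active = inhibition above the mean of all tested compounds plus 3 SD, cut at about 40% in these data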;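 note: 0% = stimulated DMSO wells and 100% = 10 µM reference inhibitor 5653914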
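System – HEK-293 cells with stable firefly luciferase reporter driven by four HIV NF-kB elements · Doses – one dose, 3 µM · Schedule – 1 h compound pre-incubation, 16 h PMA/ionomycin at 37 °C · Technique – luminescence from luciferase substrate reagent · Measure – percent inhibition normalized per plate to DMSO and reference-inhibitor controls · Replicates – tested once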
ROCK2 inh: inhibitors of human ROCK2 kinase, primary screen, biochemical, high-throughput, luminescence. Rho-associated protein kinase 2 (Homo sapiens), O75116. purified ROCK2, Kinase-Glo ATP depletion luminescence. inhibition, % at 6 µM. actives 0.35% (n = 60,000);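 active = inhibition above the screen-wide mean inhibition plus 3 SD, cut at about 18% in these data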;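 note: plate controls were DMSO wells for no effect and Y-27632 control wells after no-enzyme background subtraction for full effect; many of its hits are not listed in these tables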
DUSP1 inh: MKP-1 phosphatase inhibitors, primary screen, biochemical, in vitro; Dual specificity protein phosphatase 1 (Homo sapiens), P28562; recombinant MKP-1, OMFP hydrolysis fluorescence; inhibition, %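 (compounds tested at a single concentration somewhere between 10 and 100 µM)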; actives 0.15% (n = 65,000); AID 374, 2006;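 active = inhibition above about 50%, limit read from the data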;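 note: 0% = DMSO max control wells and 100% = wells with enzyme stopped by NaOH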
Jurkat tox 60K: cytotoxicity toward Jurkat T cells, primary screen, cytotoxicity control, cell-based, Jurkat E6.1, 60K MLSMR library | Jurkat E6.1 viability, ATP luminescence, 48 h | inhibition, % at 4 µM | actives 1.2% (n = 56,000);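 active = inhibition above the mean inhibition of all tested compounds plus 3 SD, cut at about 28% in these data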
PKA inh: inhibitors of human PKA kinase activity, primary screen, biochemical, ATP-depletion luminescence, Kemptide substrate; cAMP-dependent protein kinase catalytic subunit alpha (Homo sapiens), P17612; PKA Kemptide phosphorylation, Kinase-Glo ATP luminescence; inhibition, % at 6 µM; actives 0.1% (n = 65,000); AID 524, 2006;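 active = inhibition above the screen-wide mean inhibition plus 3 SD, cut at about 21% in these data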; note: many of its hits are not listed in these tables
TNAP act mid DEA: human TNAP enzyme activators, primary screen, biochemical, luminescent, intermediate phosphate acceptor level | purified TNAP, CDP-star luminescence, 100 mM DEA, 30 min; hits give high values; scale: 0 levamisole-inhibited, 1 vehicle-only enzyme | activation factor at 20 µM | 64,000 tested, under 10 active;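 active = activation factor of at least 2 at 20 µM, relative to controls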
Target sequence (P05186 whole entry, looked up): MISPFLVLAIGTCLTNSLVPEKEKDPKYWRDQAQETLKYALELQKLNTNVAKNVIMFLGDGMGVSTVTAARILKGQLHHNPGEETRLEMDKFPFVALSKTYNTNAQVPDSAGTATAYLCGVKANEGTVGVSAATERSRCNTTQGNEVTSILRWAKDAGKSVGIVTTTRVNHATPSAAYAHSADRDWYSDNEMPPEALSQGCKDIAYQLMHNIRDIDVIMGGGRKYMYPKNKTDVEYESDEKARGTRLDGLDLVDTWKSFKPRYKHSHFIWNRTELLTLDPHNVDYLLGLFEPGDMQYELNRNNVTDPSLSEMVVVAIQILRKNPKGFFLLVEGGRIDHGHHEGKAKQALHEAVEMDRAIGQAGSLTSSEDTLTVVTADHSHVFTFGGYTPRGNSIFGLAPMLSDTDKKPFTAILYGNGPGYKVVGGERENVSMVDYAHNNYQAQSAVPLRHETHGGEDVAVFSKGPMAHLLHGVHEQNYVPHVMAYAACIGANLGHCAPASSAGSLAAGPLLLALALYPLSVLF
MMP-13 inhibitor: human MMP13 inhibitors, primary screen, biochemical, FRET peptide cleavage. MMP-13 fTHP FRET cleavage, Mca fluorescence. inhibition, % at 4 µM. Collagenase 3 (Homo sapiens), P45452. AID 570, 2006. actives 0.07% (n = 65,000);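 active = inhibition above the mean of compound-free control plate wells plus 3 SD, cut at about 14% in these data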;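 note: 0% = DMSO wells and 100% = wells with reference MMP-13 inhibitor after basal subtraction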
JNK3 blocker: JNK3 kinase activity inhibitors, primary screen, biochemical, human, purified enzyme; Mitogen-activated protein kinase 10 (Homo sapiens), P53779; HTS; inhibition, % at 8 µM; actives 0.61% (n = 60,000); in the data active = inhibition above about 17%;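 note: 0% = DMSO and 100% = reference inhibitor; many of its hits are not listed in these tables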
Starred values were filed as active, the others as inactive; nt = not tested or not shown; [ ] = another dose, or the depositor's remark.

SMILES	Cdc25B inh	HEK293 NFkB inh	ROCK2 inh	DUSP1 inh	Jurkat tox 60K	PKA inh	TNAP act mid DEA	MMP-13 inhibitor	JNK3 blocker
CN1CCN(C(=O)C2CCC(CNS(=O)(=O)c3cccc4cccnc34)CC2)CC1 (configuration not stated)	-15	9	3	10	-2	10	0.9	-7	-1
COC(=O)c1sccc1NC(=O)C1C2C=CC(O2)C1C(=O)O (configuration not stated)	0	4	2	6	-2	0	0.9	3	-4
C#CCNc1nc(C)nc2c1nnn2Cc1ccccc1F	3	15	-2	0	-5	-7	0.9	-2	-7
Cc1cccn2c(=O)c3cc(C#N)c(=N)n(CCN4CCOCC4)c3nc12	-8	21	nt	12	nt	11	1	-217[fluorescence artefact?]	nt
Cc1ccc(S(=O)(=O)/C(C#N)=C/c2c(N3CCN(C)CC3)nc3ccccn3c2=O)cc1	10	nt	11	-3	nt	2	0.9	-7	1
O/N=C1/CCCCc2sccc21	2	10	-3	7	4	-5	0.9	5	-7
CCOc1ccc(N(CC(=O)NCC2CCCO2)S(=O)(=O)c2ccc(OC)c(OC)c2)cc1 (configuration not stated)	1	14	2	-5	-12	2	1	6	-6
COc1ccc(-n2nnc3c(SCC(=O)NCc4ccco4)ncnc32)cc1	2	8	0	-7	6	0	0.9	1	5
Cc1nc2ccccc2c(=O)n1CC(=O)N1CCOCC1	3	11	-3	-6	0	-2	0.9	2	0
COc1ccc(N2CCN(c3nc(NCCO)nc(N4CCOCC4)n3)CC2)cc1	-5	11	4	27	-1	3	0.9	2	-2
CCOC(=O)CCCc1sc(N)nc1-c1[nH]c(=O)[nH]c1C	-7	2	-2	1	-1	-4	0.9	0	25*
Cc1ccc(C(C(=O)NCCc2ccccc2)N(C(=O)c2csnn2)C2CC2)o1 (configuration not stated)	-19	13	5	-8	0	11	0.9	4	-1
O=C(COc1ccccc1F)Nc1ccc(S(=O)(=O)NCc2ccco2)cc1	-16	12	2	-11	-6	5	0.9	2	-6
Cc1csc2nc(CNS(=O)(=O)c3cccnc3)cn12	0	16	10	-10	6	5	nt	-7	4
COc1ccc(-n2c(SCC#N)nc3ccccc3c2=O)cc1	-23	13	1	7	2	8	0.9	-2	-1
CC1(C)CC(=O)C(C=NCC2CCNCC2)=C(O)C1	-2	14	-3	6	-4	0	0.9	2	-2
CCOC(=O)C1=C(C)N=C2SCCC(=O)N2C1c1sccc1C (configuration not stated)	-15	11	-3	7	4	2	0.9	0	0
Cn1c(-n2c(-c3ccco3)nc3ccccc3c2=O)nc2ccccc21	-12	nt	5	-9	nt	2	0.8	1	-5
CCN1CCN(CC(=O)Nc2ccc(Cl)c(Cl)c2)C(=O)C1=O	-14	7	0	10	2	3	0.9	3	4
OCC(CO)(CO)n1cnnn1	0	12	0	-15	-11	7	0.9	2	-7
NC(=O)NC1CCCc2c1[nH]c1ccc(Cl)cc21 (configuration not stated)	-1	19	-3	16	8	4	1	0	-2
Cc1ccc(-c2nnc(CSc3nnc(COc4ccccc4)n3-c3ccc(C)cc3)o2)cc1	-23	7	-2	26	4	1	0.9	3	-2
CC1(C)Cc2c(sc(/N=C/N3CCOCC3)c2C#N)C(C)(C)N1	-9	12	8	-5	2	14	0.9	-1	2
O=C(CN1CCN(S(=O)(=O)c2ccc(Br)cc2)CC1)Nc1ccc2c(c1)OCCO2	-4	28	nt	10	nt	10	1	5	nt
Cc1c(NC(=O)Nc2ccccc2Cl)sc(=S)n1C	nt	5	nt	nt	nt	8	0.9	-2	nt
O=c1c2ccccc2nc2ccc(NCc3ccco3)nn12	0	-3	0	-3	13	1	0.9	-22	1
O=C(O)c1ccc(CS(=O)(=O)c2cccc(C(F)(F)F)c2)o1	-6	7	13	12	-3	-2	0.9	-2	7
O=C1c2ccccc2C(=O)N1CCc1nc2ccccc2c(=O)n1-c1ccccn1	-15	14	1	1	4	2	0.9	7	-6
O=C(c1ccco1)N1CCN(C(c2ccccc2Cl)c2nnnn2CC2CCCO2)CC1 (configuration not stated)	2	11	2	5	-1	-10	0.9	2	3
CCN(CC)S(=O)(=O)c1ccc(NC(=O)CSc2nnc(-c3ccc(F)cc3)o2)cc1	6	25	-3	-11	1	0	0.9	-2	3
CC1=CC(C)(C)N2C(=O)C3(N=C(N)NC(Nc4ccccc4)=N3)c3cc(C)cc1c32 (configuration not stated)	5	3	9	-1	0	8	1.1	-1	-6
COCC(=O)N(Cc1cc2cc(OC)ccc2[nH]c1=O)c1ccccc1OC	1	16	2	-5	0	-1	0.9	-29	1
NC(=O)c1sc2nc3c(c(-c4ccco4)c2c1N)CCC3	-8	16	35*	1	0	9	0.9	-2	8
C=CCn1c(=O)c(C(=O)Nc2ccccc2C(=O)OCC)c(O)c2ccccc21	-7	8	-2	13	-4	-5	0.8	2	-4
COc1ccc(-c2nnc(SCC(=O)N(Cc3ccccc3)C(C)(C)C)o2)cc1OC	-8	23	4	36	2	6	1	0	7
CN(C)C(=O)CSc1nnc(CCN)o1	1	5	-4	22	5	-3	1	0	3

Some of these compounds in order of molecular weight, smallest number first.
SMILES	Cdc25B inh	HEK293 NFkB inh	ROCK2 inh	DUSP1 inh	Jurkat tox 60K	PKA inh	TNAP act mid DEA	MMP-13 inhibitor	JNK3 blocker
NC(=O)c1sc2nc3c(c(-c4ccco4)c2c1N)CCC3	-8	16	35*	1	0	9	0.9	-2	8
COCC(=O)N(Cc1cc2cc(OC)ccc2[nH]c1=O)c1ccccc1OC	1	16	2	-5	0	-1	0.9	-29	1
CCN(CC)S(=O)(=O)c1ccc(NC(=O)CSc2nnc(-c3ccc(F)cc3)o2)cc1	6	25	-3	-11	1	0	0.9	-2	3

Later entries.
SMILES	Cdc25B inh	HEK293 NFkB inh	ROCK2 inh	DUSP1 inh	Jurkat tox 60K	PKA inh	TNAP act mid DEA	MMP-13 inhibitor	JNK3 blocker
COc1cc(CNc2ccc(C)c(C)c2)cc(OC)c1OC	1	28	6	4	88*	6	1	-6	1
Cc1cccc(OCC(=O)Nc2ccc(N3CCN(S(C)(=O)=O)CC3)cc2)c1	-3	3	3	-7	0	10	1	8	3
Nc1nncn1C(=O)c1ccccc1Cl	1	7	7	-4	-6	8	0.7	-3	0
CCN(CC)CC(=O)c1c[nH]c2ccccc12	-4	14	1	2	2	-4	0.9	1	-5
CCCc1nc(SC2CCCC2)c2c(=O)n(C)c(=O)n(C)c2n1	5	12	3	-8	-3	-2	1	2	-7
O=C(CSc1nnc2c(n1)[nH]c1ccc(F)cc12)OCc1ccccc1	-6	5	1	0	-4	9	0.9	5	1
CCCCc1nnc(SCc2ccc(OCC)cc2)n1N	-3	8	1	10	1	1	1	3	0
COc1ccc(C(=O)NCc2nc3ccccc3[nH]2)cc1OC	-3	17	4	3	-5	6	0.9	0	31*
O=C(Cn1cc2c(n1)CCCC2)N1CCc2ccccc21	-1	-2	3	-8	-15	9	1	-3	6
Cn1c(=O)c2c(nc(Sc3nc4ccccc4n3CC(=O)N3CCCCC3)n2C)n(C)c1=O	7	5	9	-2	-8	3	1	4	1
O=C1c2oc3ccccc3c(=O)c2C(c2cccc(O)c2)N1CCCN1CCOCC1 (configuration not stated)	-7	11	3	8	-4	3	1	-6	2
CCCCc1ccc(NC(=O)OC)cc1	2	25	-7	10	8	-5	0.8	-1	-2
COC(=O)c1ccn(C(=O)c2ccc(Cl)cc2)n1	5	nt	-3	-23	nt	2	0.9	-4	4
Cc1c2cnn(CC(=O)N3CCN(c4ncccn4)CC3)c(=O)c2c(C)n1Cc1ccc(F)cc1	16	2	-1	0	0	8	0.9	-4	-1
COc1cc(NC(=O)C(C)Oc2ccccc2)cc(OC)c1 (configuration not stated)	-14	6	0	-7	-3	-5	0.9	2	0
COc1ccc(NC(=O)c2ccco2)cc1NC(=O)c1ccco1	13	13	1	-4	-10	4	0.9	3	-2
CC(C(=O)NC1CCCCCC1)N(c1ccccc1)S(C)(=O)=O (configuration not stated)	-14	12	10	0	2	11	1	1	3
COc1ccc(CC(=O)OCC(=O)NC(=O)NC2CCCCC2)cc1	-14	-11	-1	10	-4	-3	0.9	1	-4
COc1ccc(OC)c(C(=O)COC(=O)CNC(=O)C2CCCCC2)c1	0	17	-2	7	12	1	1	1	-9
CCOC(=O)C1CCCN(C(=O)c2sc3nc(C)nc(N4CCOCC4)c3c2C)C1 (configuration not stated)	-12	-3	8	-14	9	15	1	-2	4
CCOC(=O)Cc1csc(NC(NC(=O)CC)(C(F)(F)F)C(F)(F)F)n1	-6	7	5	-1	1	10	1	2	-4
COc1ccc2cc3cc(C(=O)NCCc4ccc(OC)c(OC)c4)oc3nc2c1	2	21	4	14	18	4	1	-52	0
COC1CCCCC1Nc1cccc(SC)c1 (configuration not stated)	-5	7	6	-18	-2	3	0.8	-6	6
O=C(Nc1ccc(-c2nc3ncccc3o2)cc1)c1ccco1	-4	-35	-4	24	6	4	1	-82[fluorescence artefact?]	2
Cn1c2c(c(=O)n(C)c1=O)C(c1cccc(Br)c1)C1C(=O)c3ccccc3C1=N2 (configuration not stated)	-6	8	2	11	-12	5	0.9	-3	9
O=S(=O)(Cc1ccccc1Cl)N1CCN(Cc2ccc3c(c2)OCO3)CC1	-12	12	2	1	2	10	nt	6	-6
O=C(c1cccs1)N1CCC(c2nc3c(nnn3Cc3ccccc3)c(=O)[nH]2)CC1	-7	6	0	1	3	13	0.9	-2	6
CCOC(=O)NC1(C(F)(F)F)C(=O)N(Cc2ccccn2)C2=C1C(=O)CC(C)(C)C2 (configuration not stated)	-10	8	-4	-4	4	0	0.9	3	-2
CCOC(=O)c1nc(S(C)(=O)=O)ncc1Cl	-12	16	4	-8	100*	11	0.9	-1	6
Cc1c(NC(=O)C(C)OC(=O)C(NC(=O)c2ccco2)C(C)C)c(=O)n(-c2ccccc2)n1C (configuration not stated)	-4	18	8	-15	-3	9	0.8	2	6
CCOc1ccc(N2CC(C(=O)OC)CC2=O)cc1 (configuration not stated)	-25	4	2	-12	-1	4	1	8	-1
CCN(CC)C(=O)CSc1nc2ncc(Br)cc2[nH]1	-12	2	3	-23	0	-5	0.9	1	-2
O=C(NCc1ccc2c(c1)OCO2)c1nnc(Cc2ccc(F)cc2)o1	-10	17	-6	-2	3	5	0.9	5	1
CCOc1ccc(C(=O)OCc2nnc(-c3cccs3)o2)cc1OC	-5	17	6	9	1	12	1	-10	-3
Cc1cc(NC(=O)Nc2cccs2)no1	-4	-2	5	4	-11	3	0.9	-6	-5
COc1ccc(C(=O)CSc2nnc(-c3cccnc3)n2Cc2ccco2)cc1	-14	15	1	-7	8	2	0.9	7	6
COc1cccc(CNn2cnnc2)c1OCc1ccccc1F	9	17	2	9	7	2	1	-1	-2
Cc1ccc(S(=O)(=O)NC2CCOC(C)(C)C2)cc1 (configuration not stated)	-1	4	-12	6	6	0	0.9	-2	-2

Bioassay records: PubChem BioAssay, several laboratories
